CHRM4 PAM: CHRM4 positive allosteric modulation | P08173 | CHO-K1 hM4/Gqi5, Fluo-8 calcium fluorescence, ACh EC20; 0% = ACh EC20, 100% = maximal ACh | activation, % at 3 µM | actives 0.4% (n = 360,000) | AID 624126;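 active = activation above its plate's cutoff, the mean activation of sample wells plus 3 SD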; also: some results filed as inactive read as strong as hits
Target sequence (P08173 whole entry, looked up): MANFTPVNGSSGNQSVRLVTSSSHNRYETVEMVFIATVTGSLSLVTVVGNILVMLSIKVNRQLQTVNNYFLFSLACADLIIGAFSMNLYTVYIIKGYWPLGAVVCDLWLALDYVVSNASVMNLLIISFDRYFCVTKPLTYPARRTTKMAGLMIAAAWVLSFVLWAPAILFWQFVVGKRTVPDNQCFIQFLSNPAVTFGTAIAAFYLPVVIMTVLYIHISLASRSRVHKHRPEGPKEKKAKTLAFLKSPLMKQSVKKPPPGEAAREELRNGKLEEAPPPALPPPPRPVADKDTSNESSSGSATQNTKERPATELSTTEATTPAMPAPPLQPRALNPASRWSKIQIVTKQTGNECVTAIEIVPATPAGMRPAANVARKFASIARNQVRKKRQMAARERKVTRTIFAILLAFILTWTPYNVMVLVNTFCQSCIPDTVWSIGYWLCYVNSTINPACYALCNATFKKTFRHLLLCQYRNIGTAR
CHRM5 agonist: agonists of human muscarinic M5 receptor (CHRM5) | actives 0.19% (n = 360,000) | AID 624037 | activation, % at 3 µM | P08912 | CHO-K1 hM5 cells, Fluo-8 calcium fluorescence; 0% DMSO wells, 100% maximal acetylcholine response;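 active = activation above the run's mean over test compounds plus 3 SD, cut at about 23% in these data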;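 also: signal is peak over basal fluorescence ratio across the kinetic read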
CHRM5 antagonist: blocks acetylcholine activation of human M5 receptor | inhibition, % at 3 µM | P08912 | CHO-hM5 cells, Fluo-8 calcium fluorescence, ACh EC80 | actives 0.59% (n = 360,000);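 active = inhibition above a per-plate cutoff, the mean of that plate's test compounds plus 3 SD, cut at about 27% in these data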;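 also: 0% = acetylcholine EC80 with DMSO and 100% = DMSO without agonist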
M5 PAM: positive allosteric modulators of human muscarinic M5 receptor. CHO-K1 hM5, Fluo-8 calcium, ACh EC20 PAM; 0% = ACh EC20, 100% = ACh EC100. P08912. activation, % at 3 µM. actives 0.3% (n = 360,000);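 active = activation above the run cutoff, the mean activation of all test compounds plus 3 SD, cut at about 18% in these data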
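Test system: CHO-K1 hM5 cells / Doses: single-point, 3 µM nominal / Times: Post-acetylcholine fluorescence recording 140 s / Technique: Fluo-8 calcium fluorescence / Measure: Max/basal fluorescence ratio as % of EC20–EC100 ACh window / Benchmarks: low control EC20 acetylcholine (0%), high control EC100 acetylcholine (100%) / Replicates: one well per compound, no replicates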
M4 ag: agonists of human muscarinic M4 receptor (CHRM4); P08173; CHO-K1 hM4/Gqi5, Fluo-8 calcium fluorescence; vehicle 0%, full acetylcholine response 100%; activation, % at 3 µM; actives 0.14% (n = 360,000); AID 624127;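 active = activation above the run mean over all test wells plus 3 SD, cut at about 32% in these data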;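 also: peak over basal fluorescence ratio per well then scaled between controls; 0% = DMSO wells and 100% = acetylcholine at EC100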
CHRM1 antagonist: human CHRM1 antagonism | P11229 | CHO-K1 hM1, Fluo-8 calcium fluorescence, ACh EC80 antagonist | inhibition, % at 3 µM | actives 1.3% (n = 360,000) | AID 588852;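 active = percent inhibition above its own plate's cutoff, namely the mean of that plate's compound wells plus 3 SD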;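 also: peak over basal fluorescence ratio during 140 s after agonist addition; 0% = ACh EC80 plus DMSO and 100% = DMSO alone without agonist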
Target sequence (P11229 whole entry, looked up): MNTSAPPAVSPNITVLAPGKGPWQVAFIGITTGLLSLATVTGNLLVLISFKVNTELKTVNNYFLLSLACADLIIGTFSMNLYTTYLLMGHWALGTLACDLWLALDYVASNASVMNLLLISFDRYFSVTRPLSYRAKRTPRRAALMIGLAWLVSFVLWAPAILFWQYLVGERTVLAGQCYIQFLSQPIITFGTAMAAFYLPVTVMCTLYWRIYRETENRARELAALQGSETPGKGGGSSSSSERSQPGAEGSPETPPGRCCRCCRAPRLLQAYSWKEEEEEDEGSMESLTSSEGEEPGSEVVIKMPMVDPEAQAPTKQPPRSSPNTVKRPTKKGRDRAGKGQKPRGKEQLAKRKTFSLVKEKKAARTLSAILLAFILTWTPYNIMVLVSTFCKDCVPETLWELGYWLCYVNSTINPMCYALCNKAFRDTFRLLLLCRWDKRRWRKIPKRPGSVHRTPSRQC
CRFR2-BP ag: CRF-BP/CRF-R2 complex agonism. HEK293 CRF-R2/CRF-BP, calcium dye fluorescence (FLIPR); percent of saturating CRF peptide response. activation, % at 13.2 µM. actives 0.46% (n = 350,000). AID 588473;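 active = activation of at least 50%, plus an integration ratio under a set limit after plate pattern correction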;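 also: plate controls were neutral control wells without compound for no effect and CRF at EC100 for full effect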
CHRM1 PAM: potentiates human M1 receptor response to acetylcholine; P11229; CHO-K1 hM1, Fluo-8 calcium fluorescence, ACh EC20; 0% = ACh EC20, 100% = maximal ACh; activation, % at 3 µM; actives 0.088% (n = 360,000); AID 588819; in the data active = activation above about 19%, passing the limit was not always enough
CHRM4 antagonist: antagonists of human muscarinic M4 receptor (CHRM4); AID 624125; inhibition, % at 3 µM; P08173; CHO-hM4 cells, ACh EC80, Fluo-8 calcium fluorescence; actives 0.73% (n = 360,000);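 active = inhibition above its plate's cutoff, the mean inhibition of sample wells plus 3 SD, cut at about 27% in these data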;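 also: 0% = acetylcholine EC80 with DMSO and 100% = DMSO without agonist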
Starred values were filed as active, the others as inactive; x = not tested or not shown; & = joins results of further samples.

Structure	CHRM4 PAM	CHRM5 agonist	CHRM5 antagonist	M5 PAM	M4 ag	CHRM1 antagonist	CRFR2-BP ag	CHRM1 PAM	CHRM4 antagonist
CN(CC(=O)NCc1ccncc1)S(=O)(=O)c1ccc(Br)cc1	6	-3	-10	-1	3	-7	0.3	4	-16
COc1cc(S(=O)(=O)NC2CCCCC2C)ccc1-n1cnnn1 (stereo not drawn)	1	5	-1	-3	7	-6	1.6	5	3
CCCCCCCCCCCCCCCC(=O)OC/C=C(C)/C=C/C=C(C)/C=C/C1=C(C)CCCC1(C)C	1	0	9	-1	1	-9	0.1	6	-2
O=C(NCc1ccco1)c1ccc(COc2cc(Cl)ccc2Cl)cc1	-6	-5	1	1	1	0	-2.4	0	4
COc1ccc(NC(=O)CSCC(=O)N(C)Cc2ccc3c(c2)OCCO3)cc1	6	4	7	4	2	-6	-1.5	9	8
Cc1ccccc1C(=O)c1cn[nH]c1-c1ccccc1O	2	-7	15	4	1	-7	-1.3	6	-8
O=c1c(-c2ccc(Cl)cc2)c[nH]n1-c1ccccc1	2	-1	1	1	2	-7	2.5	5	-10
CC(C)(C)c1ccccc1NC(=O)N1CCNC(=O)C1CC(=O)Nc1ccc(F)cc1 (stereo not drawn)	4	-3	-7	6	0	0	-0.2	2	-15
Cc1ccc(NC(=O)Nc2cnccn2)cc1Cl	4	2	-5	2	3	0	-2.1	7	-12
CCc1c(C(C)S(=O)(=O)c2ccccc2)[nH]c(=O)n1CC (stereo not drawn)	-3	-3	0	-9	1	-5	-2.4	4	-5
C[C@H](O)[C@@H]1C(=O)N2CCc3ccc(-c4ccccc4)cc3[C@@H]2C[C@@H]1N(C)C(=S)Nc1ccc(F)cc1	14	3	-18	7	4	1	2.0	13	-27
Cc1ccc(CNC(=O)Cn2c(=O)n(-c3ccccc3)c(=O)c3sccc32)cc1	29	7	-17	18	0	-18	-2.7	14	0
O=c1c(-c2ccc(Br)cc2)[n+]([O-])c2ccccc2n1OCc1ccccc1	-3	0	11	-3	14	-1	4.1	2	-1
CCOP(=O)(c1c(F)c(F)c(F)c(F)c1F)C(O)c1ccccc1 (stereo not drawn)	-3	0	-2	-5	0	-23	1.6	1	-2
C=CCNC(=S)NN=C1CCC(c2ccccc2)CC1 (stereo not drawn)	-5	-3	9	-2	-1	-5	-0.4	4	3
CCOc1ccc(Br)cc1CNCCN1CCOCC1	4	-3	7	-1	0	-2	0.0	6	-3
Cc1c(NC(=O)c2ccco2)cccc1-c1nc2cccnc2s1	-5	3	5	-6	9	-12	1.9	5	6
COC(=O)c1sccc1NC(=O)c1c(Cl)cccc1Cl	-11	20	2	-5	0	-5	33	1	7
O=C(N/N=C/c1ccc2c(c1)OCO2)c1ccn(Cc2ccc(Cl)cc2)n1	-4	-4	10	-1	0	-10	-1.2	9	4
CCOC(=O)c1c(/N=C/N(C)C)sc2c1CCC2	3	-3	2	-1	-1	-9	-0.1	10	-3
O=C(C[C@@H]1C=C[C@@H](NC(=O)Nc2cccc(F)c2)[C@@H](CO)O1)NCC1CCCCC1	-2	0	-1	0	1	x	x	x	-5
COc1cc(S(=O)(=O)N(Cc2cccnc2)Cc2ccco2)ccc1-n1cnnn1	-1	0	-10	-7	5	-2	0.9	-1	11
COc1ccc(C(=O)NCC2CCCO2)cc1S(=O)(=O)N1CCCc2ccccc21 (stereo not drawn)	7	-3	6	-2	8	1	-0.2	0	-6
O=C(NC(C(=O)c1ccccc1)N1CCOCC1)c1cccs1 (stereo not drawn)	14	5	-5	-3	2	3	0.4	0	-8
CN(C)CCNC(=O)C1CCCNC1=O (stereo not drawn)	15	-3	3	0	1	-10	-0.1	4	-4
COc1ccc(OC)c(C(=O)CSc2nc3cccnc3n2C)c1	-4	1	-5	3	5	-13	-3.0	11	2
Nc1[nH]c(C(=O)c2ccccc2)c(-c2ccc(Br)cc2)c1C(=O)NCCc1c[nH]c2ccccc12	6	4	8	-3	1	x	x	x	-6
O=C(NC1CCCc2ccccc21)C1CCN(C(=O)c2sccc2-n2cccc2)CC1 (stereo not drawn)	-5	0	-4	-5	8	-12	-5.1	-3	-12
CCCN1CCN(CCCNC(=O)CN2C(=O)c3cccnc3Oc3ccc(C)cc32)CC1	-2	-6	0	-1	1	2	4.4	4	-8
CCC(C(=O)Nc1ccccc1C(=O)N1CCCC1)N1C(=O)c2ccccc2C1=O (stereo not drawn)	-4	-1	11	-7	2	2	0.4	0	6
O=C(C1=C(O)C(=O)N(Cc2ccco2)C1c1cccc(O)c1)c1ccco1 (stereo not drawn)	-5	-2	9	-2	2	-12	0.5	8	-5
Cc1ccccc1C(=O)NCC(=O)OC(C)C(=O)Nc1ccnn1C(C)C (stereo not drawn)	2	1	5	-2	-1	-6	0.1	2	3
CCN(C(=O)CN1C(=O)NC2(CCCC2)C1=O)c1nc2c(C)cccc2s1	-4	-1	8	-8	2	-12	-0.2	4	-1
COc1ccccc1N1CCN(C(=O)[C@H](C)NS(=O)(=O)c2ccc3c(c2)OCCCO3)CC1	-5	3	4	3	2	3	-1.8	-2	5
COc1ccccc1N1CCN(/N=C/c2cc([N+](=O)[O-])ccc2Cl)CC1	11	-3	-5	-8	-1	-10	-2.6	6	-16
C=CCn1c(-c2ccccn2)n[nH]c1=S	9	0	2	-4	0	-4	x	2	-8
CS(=O)(=O)N(CC(=O)NCc1ccncc1)c1ccc(Cl)c(Cl)c1	-5	-5	0	3	2	-31	-0.8	4	-6
Cc1cc(C)c(S(=O)(=O)N2CCN(C(=O)c3ccc4c(c3)OCO4)CC2)c(C)c1	-4	0	-2	-2	4	4	-0.1	0	-3
O=C1NC(=Nc2ccccc2)SC1(CO)CO	-3	1	4	-4	1	-2	2.1	0	3
COc1ccc(NC(=O)c2cc(C)nc3ccccc23)c(OC)c1	-3	-7	-2	-1	2	10	-4.3	0	-15
COc1ccc(/C=C(\NC(=O)c2ccc(OC)cc2)C(=O)N2CCCCC2)cc1	-2	5	5	7	1	-18	-2.6	23	-7
CC(C)(C)NC(=O)Cn1c(=O)n(CC(=O)NC(C)(C)C)c2ccccc21	6	-4	-1	-10	2	5	0.0	-3	8
CCOc1ccccc1CN1CCC(Oc2cccc(C(=O)NCCOC)c2)CC1	-5	-1	13	-6	1	23	-0.3	-16	9
COc1ccc(C2NC(=O)NC(C)=C2C(=O)OC2CCCCC2)cc1 (stereo not drawn)	-6	0	1	1	-1	15	0.0	-6	12
CC1=CC(C)(C)Nc2ccccc21	2&20	3&2	8&11	-4&6	1&0	-9&-3	-2.0&-2.2	3&8	-13&12
O=C(NCc1ccccn1)c1ccc(NS(=O)(=O)c2cccc(Cl)c2)cc1	-8	-5	8	-4	2	3	-0.8	-2	8
COc1ccc(S(=O)(=O)NC2CC2)cc1-n1cnnn1	1	-1	0	6	1	-4	2.1	3	-6
CC(=O)/C(C#N)=C1\NC(=O)C(Cc2ccc(C)c(Cl)c2)S1 (stereo not drawn)	-7	4	3	-13	4	-1	4.8	-3	-1
O=C(N/N=C/c1cccc(C(F)(F)F)c1)C1CCN(c2ncc(C(F)(F)F)cc2Cl)CC1	-3	2	-3	2	2	-4	0.0	4	14
Oc1cccc(C(O)CNCc2ccc(-c3ccccc3)cc2)c1 (stereo not drawn)	-13	0	7	-8	12	-1	7.1	-1	11
CCOc1ccccc1NC(=O)CSc1ccc([N+](=O)[O-])cc1	-2	2	11	-1	2	8	0.0	8	-2
CC(=O)Nc1nnc(SCC(=O)c2ccc(F)cc2)s1	2	-1	-9	1	1	10	1.1	0	-5
COc1ccc(C)cc1NC(=O)C(=O)NNC(=O)c1ccco1	-2	-8	5	8	0	-11	-1.0	5	-1
COc1ccc(NC(=O)C[C@H]2C(=O)N(c3ccccc3)C[C@@H]2C)cc1	1	3	4	-4	5	2	-1.5	-6	-6
CCC(=O)Nc1sc2c(c1C(N)=O)CCN(C(C)=O)C2	8	1	0	-2	0	-1	1.2	7	-3
CCOC(=O)c1oc2ccccc2c1NC(=O)c1cc(OC)cc(OC)c1	2	-1	10	-9	2	0	-2.8	4	4
CC(CCC(=O)O)(c1ccc(O)cc1)c1ccc(O)cc1	4	2	6	-2	0	-4	7.6	2	0
N#Cc1ccc(C23OCCN2CCn2c3c3ccccc3[n+]2[O-])cc1 (stereo not drawn)	3	4	7	5	0	-1	1.2	3	2
O=c1[nH]ncn1-c1ccccc1	0	0	2	1	1	6	-0.1	-3	11
COc1ccc(CCNC(=O)CN(c2ccc(OC)c(OC)c2)S(C)(=O)=O)cc1	-1	-10	-4	9	0	-11	-0.8	11	6

Further compounds:
Structure	CHRM4 PAM	CHRM5 agonist	CHRM5 antagonist	M5 PAM	M4 ag	CHRM1 antagonist	CRFR2-BP ag	CHRM1 PAM	CHRM4 antagonist
O=C(CCn1c(=S)[nH]c2ccccc2c1=O)N1CCOCC1	3	-1	1	0	1	-11	0.1	9	-15
CS(=O)(=O)c1ccc(C(=O)NNC(=O)c2cc(-c3ccccc3)n[nH]2)cc1	0	-2	7	11	1	1	17	3	3
Cc1cc(Cl)c(Cl)cc1S(=O)(=O)NCCCn1ccnc1	-5	-15	17	-8	4	-23	1.1	18	-2
Cc1cccc(NCc2nc3ccccc3n2Cc2ccccc2)c1	-11	-5	4	-6	-2	1	0.7	-5	8
CS(=O)(=O)Oc1ccc(/C=N/NC(=O)c2ccncc2)cc1	6	-1	7	-4	1	-7	-1.0	0	2
Cc1ccc(NC2=NCC(=O)N2Cc2cccs2)cc1C	11	-2	-9	-2	1	-3	-5.8	4	-15
CC(/C=N/Nc1nnc(C)c(=O)[nH]1)=C\c1ccccc1	6	3	8	1	0	-5	-0.1	5	5
CC1CCCC(C)N1CCCNC(=O)CN1C(=O)COc2ccc(S(=O)(=O)N3CCOCC3)cc21 (stereo not drawn)	-3	1	12	-4	0	-2	2.6	0	-1
COc1cccc(-c2ncc3ccccc3c2COC(=O)N(C)C)c1	-1	-3	16	1	4	3	-0.1	-6	14
COc1ccc(CCn2c(=N)c(C(=O)NC3CCCC3)cc3c(=O)n4ccccc4nc32)cc1	-6	-5	9	3	4	9	3.0	-8	8
O=C(O)c1cc(C(=O)C2CC2)c[nH]1	3	-3	14	-7	0	-3	4.2	6	10
COc1ccccc1NC(=O)C(=O)Nc1ccc2c(c1)N(C(=O)C1CC1)CCC2	4	4	-4	-4	4	-1	-1.6	4	-3
NS(=O)(=O)c1ccc(CNC(=O)c2ccc(NS(=O)(=O)c3ccc4[nH]c(=O)[nH]c4c3)cc2)cc1	4	4	-3	4	0	8	0.3	-1	4
COc1cc(OC)c(-c2cc(C(=O)O)ccc2OC)c(OC)c1	4	0	5	0	1	-2	2.0	5	6

Assay outcomes as filed in PubChem.

An unsorted share of the library; overall some 2.8% were active at least once.
